KCNH2 WT inh: qHTS for Inhibitors of KCHN2 3.1: Wildtype qHTS. U2OS, BacMam KCNH2, thallium flux FluxOr; hits give low values. activity change, % at 1.84 µM. 0.37% of 340,000 active. AID 720551, 2013;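 active = maximum activity change below -70%; inconclusive = maximum activity change between -70% and -50%; inactive = maximum activity change above -50%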; also: % is scaled to controls: 0 for no effect and ±100 for the full control effect
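U2OS cells transduced with wild-type KCNH2 virus are loaded with FluxOr dye for 45 min, and thallium flux is measured in kinetic reads before and after stimulation buffer. Rate constants are normalized to DMSO controls.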
MLL CXXC-DNA inh: qHTS Fluorescence Polarization Assay for Inhibitors of MLL CXXC domain - DNA interaction | 0.037% of 290,000 active | Potency, µM (series often up to 115 µM), inactives show at the highest dose activity change, negative = inhibition, most hits filed as inhibitors | MLL-CXXC / FITC-HOXA9 DNA fluorescence polarization | Histone-lysine N-methyltransferase 2A (Homo sapiens), Q03164; active = well fitted inhibition curve with a large enough effect in the polarisation, with a control signal flat, not every such curve was filed as active; inconclusive = small, poorly fitted or top-dose-only effect, or effect the other way, or a change in a side signal; inactive = no such curve, though single readings can be large or run the other way; the % refers to the polarisation; also: potency is read from the fitted curve at half-maximal effect
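Steps: dispense CXXC domain solution (7 uM) → pin compounds or unlabeled HOX-A9 DNA control → 5 min ambient → add FLSN-HOX-A9 solution (50 nM) → spin → 30 min ambient → fluorescence polarization. Tris pH 7.5/NaCl/DTT/BSA buffer.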
GALK inhibitor: qHTS Assay for Inhibitors of Human Galactokinase (GALK). AID 1868, 2009. 0.007% of 270,000 active. Purified GALK, Kinase-Glo residual ATP luminescence. Potency, µM (top dose mostly 57.5 µM), inactives show top-dose activity change, negative = inhibition, hits mostly inhibitors; also: potency is read from the fitted curve at half-maximal effect; % is scaled to controls: 0 for no effect and ±100 for the full control effect
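Kinase-Glo Plus luminescence measured ATP left after a 1 h room-temperature reaction. The reaction used 5 nM GALK, 100 uM galactose and 35 uM ATP at pH 8.0 (20 mM HEPES, 5 mM MgCl2, 60 mM NaCl, 1 mM DTT, 0.01% BSA).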
Chronic BCR inh: qHTS Assay to Find Inhibitors of Chronic Active B-Cell Receptor Signaling; ABC-DLBCL IkBa-CBG/CBR reporter, luminescence ratio, 4 h; Potency, µM (doses to about 46.1 µM), without a hit: at the top dose ratio change, negative = lower green/red ratio, hits mostly inhibitors; 0.05% of 340,000 active; AID 493014, 2011; active = well fitted inhibition curve with a large enough effect in the signal ratio, with a control signal flat, not every such curve was filed as active; inconclusive = small, poorly fitted or top-dose-only effect, or effect the other way, or a change in a side signal; the % refers to the signal ratio;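 also: potency is read from the fitted curve at half-maximal effect; plate controls were basal doxycycline-induced cells for no effect and cells given 10 µM MG132 for full effect; MG132 reads +100%, hits lower the ratio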
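TMD8 ABC-DLBCL cells carrying doxycycline-inducible green luciferase fused to IkappaBalpha plus unfused red luciferase were exposed to compounds (up to 46 uM) for 4 hrs at 37C. Activity came from the overlap-corrected green/red luminescence ratio.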
Coupling enz: qHTS Assay for Inhibitors of Fructose-1,6-bisphosphate Aldolase from Giardia Lamblia: Coupling assay counterscreen; activity change, negative = inhibition, % at 58.2 µM, hits read low; 0.67% of 290,000 active; coupling enzyme system counterscreen, AmpLite Red fluorescence; in the data active = activity change below about -30%; also: % is scaled to controls: 0 for no effect and ±100 for the full control effect
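First, compound is pin-transferred into glyceraldehyde-3-phosphate coupling-enzyme reagent at 57.5 uM final and held 10 min at RT. Next, substrate, coupling system and AmpLite Red are added. After 20 min RT, fluorescence (525/598 nm) is read.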
A-T KAP1 phos: qHTS Assay for Identifying a Potential Treatment of Ataxia-Telangiectasia; […] A-T fibroblasts, KAP-1 phosphorylation AlphaLISA; neocarzinostatin DNA damage 30 min before lysis; Potency, µM (titrated, usually from 57.5 µM), for the others: at the highest dose activation, hits mostly activators; 0.19% of 320,000 active; AID 485349, 2010; also: potency is read from the fitted curve at half-maximal effect; % of control where 0% means no effect; nearly all actives have a fitted effect of over 45% in size
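ATM-like activity read as KAP-1 phosphorylation via AlphaLISA donor/acceptor antibody pairs after lysis and 6 hr at 25C. Cells were ATM-null patient fibroblasts ([…], hTERT), dosed 60 min, then exposed to the DSB inducer NCS for 30 min.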
Giardia killer: Small Molecules that selectively kill Giardia lamblia: qHTS | Giardia lamblia trophozoite viability | activity change, % at 7.66 µM, hits read low | 0.15% of 340,000 active; in the data active = activity change below about -80%; inconclusive = between about -30% and that limit;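 also: parasites exposed to compound for two days anaerobically before the ATP read; % is scaled to controls: 0 for no effect and ±100 for the full control effect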
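Viability, read as ATP luminescence: trophozoites at 100 cells/well, compound added, 48 hrs anaerobic at 37 deg C, then 15-30 min room-temperature development before reading.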
Tb PFK block: qHTS Assay to Find Inhibitors of T. brucei phosphofructokinase. AID 485367, 2010. 0.17% of 330,000 active. Potency, µM (doses to about 57.5 µM), for the others: at the top dose activity, negative = inhibition, hits mostly inhibitors. ATP-dependent 6-phosphofructokinase (Trypanosoma brucei brucei), O15648. T. brucei PFK, ADP-Glo luminescence;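 also: potency is read from the fitted curve at half-maximal effect; 0% = uninhibited 1x PFK enzyme wells and -100% = no-enzyme wells; nearly all actives have a fitted effect of over 60% in size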
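In TEA buffer at pH 8.0 with 5 mM MgCl2, enzyme (1.25 nM) converted F6P (0.5 mM) and ATP (0.1 mM) for 45 min at room temperature. ADP product was read by luciferase luminescence.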
TSHR antagonist: Antagonists of the Thyroid Stimulating Hormone Receptor: HTS campaign | TSHR-expressing cells, TSH-stimulated cAMP HTRF, 2 h; hits give low values | activity change, negative = inhibition, % at 11.5 µM | 0.2% of 330,000 active;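 active = activity change below a set negative limit, meaning inhibition stronger than a set level, cut at about -70% in these data; inconclusive = activity change between two set negative limits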; also: % is scaled to controls: 0 for no effect and ±100 for the full control effect
Target sequence (P16473 whole entry, looked up): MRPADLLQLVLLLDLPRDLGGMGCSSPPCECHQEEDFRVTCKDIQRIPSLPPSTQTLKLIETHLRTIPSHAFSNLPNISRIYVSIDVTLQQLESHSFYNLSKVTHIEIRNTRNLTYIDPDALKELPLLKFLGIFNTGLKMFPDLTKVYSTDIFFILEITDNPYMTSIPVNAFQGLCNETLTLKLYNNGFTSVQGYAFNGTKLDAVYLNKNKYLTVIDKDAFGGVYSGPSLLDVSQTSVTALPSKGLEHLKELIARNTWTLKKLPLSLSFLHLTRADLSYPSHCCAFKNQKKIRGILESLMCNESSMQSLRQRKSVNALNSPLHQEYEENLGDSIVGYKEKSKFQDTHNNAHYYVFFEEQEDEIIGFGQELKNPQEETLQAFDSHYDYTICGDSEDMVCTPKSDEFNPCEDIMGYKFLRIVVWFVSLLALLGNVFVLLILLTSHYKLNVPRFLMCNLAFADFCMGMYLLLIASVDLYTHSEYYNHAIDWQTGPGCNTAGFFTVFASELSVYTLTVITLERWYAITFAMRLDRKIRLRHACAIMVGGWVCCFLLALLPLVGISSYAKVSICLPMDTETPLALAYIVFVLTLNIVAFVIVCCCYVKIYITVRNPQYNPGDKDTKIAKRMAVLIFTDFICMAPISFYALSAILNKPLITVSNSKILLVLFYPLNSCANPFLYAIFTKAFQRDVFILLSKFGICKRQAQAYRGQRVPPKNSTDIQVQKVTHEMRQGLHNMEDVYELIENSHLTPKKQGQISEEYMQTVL
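Cell-based HTRF cAMP assay; TSHR cells + compound, TSH EC80 (4nM final), 2 h, 37 deg C. Lysis with anti-cAMP cryptate and cAMP-d2, 30 min RT, read 665/620 nm.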
TCR act: Activators of T cell receptors: qHTS campaign; Potency, µM (titrated, usually from 9.22 µM), without a hit: at the highest dose activation of IL-2 secretion, hits mostly activators; 330,000 tested, under 10 active; AID 504894, 2011; primary human leukocytes, anti-CD3, IL-2 HTRF, 48 h; also: % of control where 0% means no effect
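IL-2 produced over 48 hr by a-CD3 bead-stimulated primary human leukocytes exposed to compounds was detected with a homogeneous time-resolved FRET immunoassay, 665nm acceptor signal after 320nm excitation.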
An asterisk follows results filed as active; ? = inconclusive; · = not tested or not shown; [ ] = another dose, or the depositor's remark. Unless noted, calls follow the shape of the dose curve; as a rule, active = well fitted curve in the direction sought with a large enough effect; inconclusive = small, poorly fitted or top-dose-only effect, or another doubt; inactive = no such curve, though single readings can be large; an effect the other way counts as inactive or inconclusive.

molecule | KCNH2 WT inh | MLL CXXC-DNA inh | GALK inhibitor | Chronic BCR inh | Coupling enz | A-T KAP1 phos | Giardia killer | Tb PFK block | TSHR antagonist | TCR act
COc1ccc(CCN(C(=O)c2ccc(F)cc2)C2=CC3CCC(C2)N3C)cc1OC (stereo not given) | 20 | 5% | 4% | 0% | 1 | -4% | -9 | 2% | -2 | 1%
CC(OC(=O)C1=COCCO1)C(=O)c1ccc(C(C)(C)C)cc1 (stereo not given) | 6 | · | · | -3% | · | -1% | -7 | -1% | 14 | 0%
COc1ccc(C(C(=O)NC2CCCCC2)N(C(=O)CCl)c2cccc(Cl)c2)cc1 (stereo not given) | -3 | -3% | -1% | ? | 2 | -8% | 2 | -1% | -8 | -3%[46.1 µM]
O=C(CN1C(=O)C2CC=CCC2C1=O)Nc1ccc(S(=O)(=O)Nc2ncccn2)cc1 (stereo not given) | -7 | -1% | 0% | -1% | 1 | -14% | 28 | -8% | 2 | 6%
O=C(CN1CCN(C(=O)c2cccc(F)c2)CC1)NC1CCCCC1 | 1 | 0% | -1% | ? | -1 | 3% | 18 | 0% | 3 | -1%
Cn1c(SCC(=O)Nc2nc3ccccc3s2)nnc1-c1ccccc1 | 6 | 6% | 2% | -3% | 3 | · | 48[activator] | -5% | -9 | 0%
COc1ccc(C(CNC(=O)c2ccc(-n3cnnn3)cc2)N2CCOCC2)cc1 (stereo not given) | 18 | -2% | 3% | ? | 0 | 0% | 2 | -1% | 2 | 5%
Cc1cc2ccccc2c(=O)n1CC(=O)Nc1ccc2c(c1)OCCO2 | 5 | 2% | -3% | -10% | 0 | 13% | 1 | -2% | 5 | 3%
Cn1ncc(-c2ccno2)c1C(=O)O | -7 | 7% | -3% | 2% | 0 | 3% | -9 | 8% | 4 | 9%
CN(C)C(=O)c1cc(C(=O)c2c(F)cccc2F)c[nH]1 | 6 | -8% | 3% | 0% | 0 | -1% | 3 | -13% | 6 | 1%
CCn1cc(C(=O)NCCCOC)c(=O)c2cc(S(=O)(=O)N(C)C)ccc21 | 2 | -5% | 0% | 2% | 0 | -4% | 1 | -2% | -2 | -5%[46.1 µM]
COc1cccc(COC(=O)c2ccc(S(=O)(=O)N3CCC(C)CC3)cc2)c1OC | 2 | · | · | -2% | · | 8% | -10 | -2% | -11 | ·
O=C(O)CCCn1cc(NC(=O)c2ccc(Br)o2)cn1 | 1 | 2% | 0% | 4% | -1 | 4% | 0 | -3% | 3 | -1%
CCOC(=O)c1c(-c2ccc(C)o2)csc1NC(=O)COC(=O)c1cccs1 | 7 | 0% | 2% | 17% | 0 | -3% | 28 | ? | -23 | 2%[46.1 µM]
NCCCNc1nc(N)c([N+](=O)[O-])c(NC2CCCCC2)n1 | 1 | 4% | 5% | ? | -1 | -1% | -3 | 0% | 11 | 4%
Cc1cccc(NC(=O)Cn2ccn(-c3ccc4c(c3)OCCO4)c(=O)c2=O)c1 | 6 | · | · | -6% | · | 5% | 1 | 3% | 18 | 0%
O=C(C(=O)N1CCN(c2ccccc2)CC1)c1c[nH]c2ccccc12 | 9 | -15% | 0% | ? | 0 | -1% | -2 | 1% | 5 | ·
O=C(CSc1nnc(SCc2ccc(Cl)cc2)s1)N/N=C/c1ccccc1Cl | 2 | -4% | 1% | -9% | -23 | -6% | -20 | 1% | -10 | 0%[46.1 µM]
Cc1ccc(OCC(=O)N(Cc2nnc(-c3ccccc3Cl)o2)C2CC2)cc1C | -4 | · | · | ? | · | -6% | -21 | 0% | 7 | -3%
Cc1noc(C)c1S(=O)(=O)N1CCC(C(=O)O)CC1 | -3 | · | · | 4% | · | 3% | 7 | -1% | -3 | -5%
CCOC(=O)C1=C(O)/C(=C/c2cc(C)n(-c3ccccc3)c2C)N=C1C | -8 | 0% | -4% | ? | -15 | -7% | 6 | 1% | -9 | -3%
O=C1N/C(=N/O)S/C1=C\c1ccccc1-n1cccn1 | 3 | -12% | 0% | 6% | 2 | 4% | 7 | -3% | -11 | 4%
O=C(CNc1ccccc1)N/N=C/c1cc([N+](=O)[O-])ccc1N1CCCC1 | 6 | -1% | -1% | -2% | 1 | -1% | 1 | -3% | -5 | -1%
CCCCNC(=O)COC(=O)c1ccc(Cl)c(S(=O)(=O)N2CCCC2)c1 | -1 | 12% | 1% | -11% | 5 | · | -2 | -18% | 2 | 5%
O=C(c1ccc(OC2CCN(C/C=C/c3ccccc3)CC2)cc1)N1CCCCC1 | 12 | 4% | -5% | 1% | · | 3% | 15 | 1% | 10 | -6%
CCC1CCCCN1C(=O)COC(=O)COc1ccc(Br)cc1 (stereo not given) | 13 | · | · | 1% | · | 7% | -27 | -5% | -2 | -15%
C/C(=N/NC(=O)c1cc(C)[nH]n1)c1ccco1 | 7 | 0% | 4% | ? | 1 | 2% | 7 | 1% | 7 | 10%
O=C(COC(=O)Cc1ccsc1)Nc1ccc(S(=O)(=O)N2CCOCC2)cc1 | -11 | 13% | 1% | -6% | -1 | 1% | 22 | -1% | 7 | 5%[46.1 µM]
S=c1nc(-c2ccccc2)n(Cc2cccnc2)c2c1CCCC2 | 5 | -6% | 4% | 0% | 2 | -8% | 17 | -3% | 5 | -4%
O=C(CSc1ccc(Cl)cc1)Nn1cnnc1 | -6 | 3% | 7% | 0% | 7 | 6% | -9 | 1% | 5 | 3%
CCOC(=O)C1CCN(Cc2ccc(N(C)C)cc2)CC1 | 4 | 9% | -4% | 5% | 0 | -6% | 15 | -3% | 1 | -10%
CC(=O)Nc1ccc(S(=O)(=O)NNC(=O)c2cccc([N+](=O)[O-])c2)cc1 | -7 | -1% | -1% | -4% | -1 | 4% | ? | 3% | -5 | 0%
O=C(Nc1ccc2c(c1)OCCO2)NC1(C(F)(F)F)Oc2ccccc2O1 | 10 | -17% | 2% | ? | -9 | -3% | 15 | ? | 5 | 1%
O=C(Cn1nnc(-c2cc(Cl)ccc2-n2cnnn2)n1)N1CCCc2ccccc21 | 4 | 2% | -1% | 3% | 0 | -2% | 13 | 0% | 2 | -9%
CCC(=O)Nc1ccc(NC(=O)CSc2nnnn2-c2ccc(OC)cc2)cc1 | 0 | 3% | 5% | -3% | -1 | 6% | 19 | 1% | 0 | ·
Cc1ccc(C)c(N2CCN(C(=O)c3ccc(N4CCCC4=O)cc3)CC2)c1 | 1 | · | · | -11% | 1 | -1% | -19 | -3% | -2 | 0%
Cc1ccc2nc(N/N=C/c3ccccc3C#N)nc(-c3ccccc3)c2c1 | 2 | 16% | 0% | ? | 0 | -2% | 43[activator] | 0% | -11 | 5%
Cc1ccc(NC(=O)NCc2ccncc2)cc1Cl | 3 | -4% | 0% | -6% | -1 | -6% | 30 | 2% | -6 | -11%
O/N=C1\CCCc2ccc(Cl)cc21 | -7 | 9% | 1% | 5% | -2 | 2% | -7 | -15% | -8 | 0%[46.1 µM]
Cn1nc([N+](=O)[O-])c(C(C#N)c2ccccn2)c(Cl)c1=O (stereo not given) | · | -13% | -3% | ? | -15 | ? | -27 | 1% | 9 | -49%
CCCCn1c(=S)[nH]c2ccc(N3CCOCC3)cc2c1=O | · | 2% | 0% | ? | 0 | -1% | · | -4% | -12 | ·
COc1ccccc1C(C)NC(=O)c1ccc(NC(=O)CC2SC(N3CCCC3)=NC2=O)cc1 (stereo not given) | -2 | · | · | 2% | · | -12% | -5 | -6% | 34 | -1%
CCOC(=O)c1c(C)oc2cc(Br)c(OC)cc12 | -5 | -8% | 8% | 3% | 3 | 21% | 16 | -2% | -14 | 1%
Cc1c(C(=O)O)oc2c1/C(=N\O)CC(C)(C)C2 | 6 | -1% | 3% | -2% | 4 | 5% | -20 | -1% | 5 | 4%[46.1 µM]
Cc1cc(N)c2ccccc2n1 | 0 | 14% | 10% | ? | 4 | 0% | -16 | -2% | -3 | -6%
NC(=O)C1CCC(NC(=O)OCc2ccccc2)CC1 (stereo not given) | -9 | 2% | 0% | 4% | 0 | 0% | -13 | -1% | -12 | 0%
